thrombin 1536 = human alpha-thrombin inhibitors, primary screen, counter-screen for coagulation protease inhibitor project, biochemical, 1536-well, fluorogenic AMC substrate | Prothrombin (Homo sapiens), P00734 | Boc-VPR-AMC fluorogenic substrate cleavage | inhibition, % at 5 µM | hit rate 0.26% among 220,000 | AID 1046, 2008;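 active = inhibition at or above 40%; inactive = inhibition below 40%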;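 note: 0% = enzyme with no compound and 100% = wells without enzyme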
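signal = AMC fluorescence, 355/460 nm | material = human alpha-thrombin enzyme | control set = enzyme without compound as high, wells lacking enzyme as low | times = reaction at room temperature | read-out basis = percent inhibition scaled between no-compound controls and no-enzyme blanks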
TRPML3 ag = human TRPML3 channel agonists, primary screen, cell-based, HEK293 TRPML3-YFP, Fluo-8 calcium fluorescence, 3 µM | Mucolipin-3 (Homo sapiens), Q8TDD5 | activation, % at 3 µM | 100% = the carbachol control signal | hit rate 0.29% among 220,000;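 active = activation above its plate's cutoff, the mean activation of the plate's test wells plus 3 SD, cut at about 12% in these data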;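 note: 0% = DMSO only wells and 100% = carbachol wells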
Target sequence (Q8TDD5 whole entry, looked up): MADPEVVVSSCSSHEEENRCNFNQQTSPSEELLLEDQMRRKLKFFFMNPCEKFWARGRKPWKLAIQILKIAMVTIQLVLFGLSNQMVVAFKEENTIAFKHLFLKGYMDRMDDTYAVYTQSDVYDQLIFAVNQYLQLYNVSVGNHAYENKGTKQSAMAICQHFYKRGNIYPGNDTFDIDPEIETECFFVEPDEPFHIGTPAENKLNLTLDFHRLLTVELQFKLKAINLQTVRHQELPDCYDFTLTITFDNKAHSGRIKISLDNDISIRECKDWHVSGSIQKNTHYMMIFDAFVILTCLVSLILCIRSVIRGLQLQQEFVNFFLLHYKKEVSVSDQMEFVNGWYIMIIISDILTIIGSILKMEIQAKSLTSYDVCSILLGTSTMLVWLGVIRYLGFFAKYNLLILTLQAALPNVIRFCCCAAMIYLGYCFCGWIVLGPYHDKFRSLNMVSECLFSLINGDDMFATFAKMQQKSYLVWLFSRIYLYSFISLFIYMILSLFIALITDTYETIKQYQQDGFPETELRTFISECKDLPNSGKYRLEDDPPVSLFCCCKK
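Test system – HEK293 line with stable expression of human TRPML3-YFP channel · Control set – carbachol 87 µM final as high control (100%), DMSO as low control (0%) · Signal – Fluo-8 calcium dye fluorescence, ex 470-495, em 515-575 nm · Incubation – 1-h 37 °C dye load, 5-s basal, 120-s post-compound reads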
Furin inh = human furin inhibitors, primary screen, biochemical, fluorescence intensity; purified furin, fluorogenic substrate cleavage; inhibition, % at 30 µM; hit rate 0.061% among 220,000; AID 463115, 2010; in the data active = inhibition above about 25%; note: inactives centre near -15
Calpain2 inh = inhibitors of pig calpain II, primary screen, biochemical, fluorogenic peptide substrate, 1536-well. purified calpain II, 30 min. inhibition, % at 16 µM. hit rate 0.37% among 220,000. AID 1236, 2008;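 active = inhibition above about 50%, limit read from the data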
TRPN1 ag = zebrafish TRPN1 channel agonists, primary screen, cell-based, HEK293, calcium fluorescence; transient receptor potential cation channel N1 (TRPN1/NompC), Danio rerio; HEK293 zebrafish TRPN1-YFP, Fluo-8 calcium fluorescence; 100% = response to 87 µM carbachol; activation, % at 3 µM; hit rate 0.18% among 220,000; AID 1424, 2008;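 active = activation above its plate's cutoff, the mean activation of test wells on that plate plus 3 SD, cut at about 19% in these data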;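 note: 0% = DMSO alone and 100% = 87 µM carbachol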
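Material: zebrafish TRPN1-YFP in HEK293 cells. Doses: one dose of 3 µM, 0.3% DMSO. Incubation: dye 1 h 37 °C plus 30 min RT. Measured by: intracellular calcium fluorescence with Fluo-8.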
EBV gp42 block = Epstein-Barr virus gp42 inhibitors, primary screen, biochemical, uHTS, fluorescence polarization | inhibition, % (tested at 21.74 µM) | hit rate 0.42% among 220,000 | Fluorescence polarization binding assay, mP read-out; in the data active = inhibition above about 50%
Target sequence (Q1HVG2 whole entry, looked up): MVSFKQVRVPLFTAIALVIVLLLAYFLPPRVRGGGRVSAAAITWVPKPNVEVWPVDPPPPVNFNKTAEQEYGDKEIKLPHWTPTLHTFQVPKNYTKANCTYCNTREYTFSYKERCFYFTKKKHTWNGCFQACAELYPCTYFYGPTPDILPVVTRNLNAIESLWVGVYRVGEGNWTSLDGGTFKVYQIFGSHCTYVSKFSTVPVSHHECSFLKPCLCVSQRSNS
KCC2 mod = KCC2 cotransporter modulators, thallium flux, primary screen, cell-based, HEK293 KCC2, FluoZin-2 fluorescence, MLSMR | Solute carrier family 12 member 5 (Homo sapiens), Q9H2X9 | KCC2 cells, thallium flux FluoZin-2 fluorescence | B-score of Tl+ flux slope (higher = more flux/activation; lower = inhibition) at 10 µM | hit rate 2.2% among 190,000;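 active = thallium flux slope and its plate-corrected score both differing from the plate sample mean at a set confidence after two filtering rounds, in either direction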;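 note: slope of fluorescence scaled to starting intensity during 10 to 20 s after thallium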
Tb hexokinase = Trypanosoma brucei hexokinase 1 inhibitors, primary screen, biochemical, G6PDH-coupled NADH absorbance, MLSCN library. recombinant TbHK1, G6PDH-coupled NADH A340. hexokinase 1 [Trypanosoma brucei]. hit rate 0.11% among 220,000. inhibition, % at 10 µM;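 active = inhibition of 50% or more in the single-dose primary screen; inactive = inhibition below 50%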
PPC-1+TRAIL kill = compounds killing PPC-1 cancer cells with TRAIL present, primary screen, TRAIL potentiator project, ATPLite luminescence, uHTS; PPC-1 cells + TRAIL, ATPLite viability luminescence; cell killing (% activity), % at 4 µM; hit rate 0.41% among 220,000; AID 1443, 2008;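 active = cell killing above 50% in the first pass at 4 µM, then a duplicate retest at 5 µM averaging 50% or more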;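 note: plate controls were cells with TRAIL plus DMSO for no effect and medium-only wells lacking cells for full effect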
An asterisk follows results filed as active; i = inactive; x = no result given; [ ] = dose if it differs, or a comment.

SMILES | thrombin 1536 | TRPML3 ag | Furin inh | Calpain2 inh | TRPN1 ag | EBV gp42 block | KCC2 mod | Tb hexokinase | PPC-1+TRAIL kill
COc1cc(C(=O)O/N=C(\N)c2ccccn2)cc(OC)c1OC | 0.8 | 0.6 | -21.1 | -4.0 | 2.9 | -31.7 | -0.468 | 0.4 | -0.8
CCOC(=O)Cc1csc(NC(=O)c2c(-c3ccccc3)noc2C)n1 | -10.8 | -0.4 | -10.8 | -5.9 | 0.3 | 4.7 | x | -10.9 | 0.3
COc1ccc2cc(C(=O)Nc3ccc(O)cc3)sc(=O)c2c1OC | -3.6 | -0.7 | -4.9 | 13.9 | -0.6 | -0.6 | -1.65 | -15.7 | 13.2
COc1ccc(CCNC(=O)c2c(-c3ccccc3)noc2C)cc1OC | -6.3 | 0.5 | -30.7 | -9.1 | 1.2 | -12.9 | -0.835 | 1.8 | 15.6
CCCCC(=O)NC(=S)NNC(=O)CC | 9.0 | 0.9 | -16.6[20 µM] | -7.7 | -0.9 | -9.0 | 0.638 | 4.9 | 23.7
Cc1ccc(N(Cc2ccc([N+](=O)[O-])cc2)C(=O)c2ccco2)cc1 | -0.2 | -1.5 | -14.2[20 µM] | -0.7 | -2.9 | 2.3 | -1.65 | -4.1 | 16.1
O=c1[nH]c2ccc(Cl)cc2c(-c2ccccc2)c1N1CCN(CCO)CC1 | 1.5 | 2.4 | -11.3[20 µM] | -352.3 | 3.5 | -0.2 | -0.466 | -17.4 | 19.1
CC(C)(C)C(=O)O/N=C(\N)Cc1ccc(-c2csnn2)cc1 | 1.6 | 0.8 | -13.7 | -3.3 | 1.3 | -13.3 | 0.502 | 2.4 | 12.9
O=S(=O)(Nc1ccc(N2CCCCC2)cc1)c1ccc(F)cc1 | -6.3 | -0.2 | -16.3 | -3.1 | 0.5 | -7.8 | 0.00124 | -2.6 | -11.1
O=C1C2CCCN2c2ccc(S(=O)(=O)N3CCOCC3)cc2N1Cc1cccc(C(F)(F)F)c1 (centres undefined) | 3.6 | 0.3 | -15.7 | -13.2 | 1.9 | -47.7 | 1.51 | -14.4 | -12.3
Cc1ccccc1OCC(=O)NNC(=S)NC(=O)c1ccccc1[N+](=O)[O-] | -3.1 | -0.9 | -5.0 | -1.6 | -2.0 | 5.0 | 0.86 | -0.7 | -5.4
O=S(=O)(CC(O)COc1ccc(Br)cc1)c1ccccc1 (centres undefined) | 3.0 | 0.5 | -15.3 | -6.4 | 1.3 | -10.8 | -0.747 | 4.2 | -1.2
COc1ccc(NC(=O)c2c(Cl)nc3ccccn23)cc1 | -3.2 | 0.5 | -18.8 | 14.5 | 0.1 | -1.3 | -0.532 | -4.0 | 10.5
O=C(O)c1cccc(-n2cccc2/C=C2/NC(=O)N(Cc3ccccc3F)C2=O)c1 | x | 0.3 | -14.8 | -11.2 | -0.1 | -2.3 | -1.2 | 12.3 | 8.5
COC(=O)Cc1ccc(N(Cc2ccccc2F)S(=O)(=O)c2ccc(Br)cc2)cc1 | 3.0 | -0.2 | -5.6 | 8.4 | -0.3 | -8.4 | -0.133 | -0.9 | 13.5
COC(=O)c1c(NC(=O)C2CCCCC2C(=O)O)sc2c1CCCCC2 (centres undefined) | x | -0.1 | -6.9 | -23.3 | 0.8 | 0.7 | -1.99 | -4.7 | -3.9
CCOc1ccc2c(c1)sc(=NC(=O)C1CC1)n2C | -1.5 | 0.2 | -3.5[20 µM] | -34.2 | -0.9 | -1.3 | -0.837 | -24.6 | 22.5
CCOC(=O)C1CCN(C(=O)c2ccccc2NS(=O)(=O)c2cc(C)ccc2C)CC1 | 0.1 | 0.0 | 10.7 | -7.6 | 2.2 | -4.6 | 0.804 | 3.0 | 12.2
O=C(NCc1ccco1)/C(=C\C=C\c1ccccc1)NC(=O)c1ccccc1Br | 0.0 | -1.1 | 11.1 | 31.2 | -1.2 | 5.1 | -3.76 | -44.1 | 13.2
Brc1ccc(-c2csc(N3CCOCC3)n2)cc1 | 5.7 | 1.2 | -33.9 | 14.8 | 0.2 | 3.3 | 0.184 | -4.9 | 4.8
Cc1oc2cc(O)ccc2c(=O)c1Oc1ccccc1 | -1.6 | 0.0 | -18.6 | i | -0.1 | -9.8 | x | 0.4 | -3.4
CN1CCc2c(OCC(=O)N3N=C(c4cccs4)CC3c3ccc(F)cc3)cccc2C1=O (centres undefined) | -6.0 | 0.5 | -8.1 | -26.2 | 1.1 | -8.9 | -0.206 | -8.9 | -5.0
C[C@H](NC(=O)NCCc1ccccc1)C(=O)O | 0.7 | -0.2 | -15.7 | 11.5 | -0.9 | -6.6 | 0.162 | -1.8 | 14.0
O=[N+]([O-])c1cc(C(F)(F)F)ccc1NCCCN1CCOCC1 | -3.4 | 1.1 | -19.3 | -4.7 | -0.6 | -4.2 | -0.311 | 1.0 | 17.0
O=C(/C=C/Nc1ccc(F)cc1F)c1ccco1 | -7.5 | 1.1 | -25.9 | -10.5 | 1.3 | -28.6 | -0.923 | -11.5 | 89.5*[5 µM]

Following part
SMILES | thrombin 1536 | TRPML3 ag | Furin inh | Calpain2 inh | TRPN1 ag | EBV gp42 block | KCC2 mod | Tb hexokinase | PPC-1+TRAIL kill
COCCOC(=O)C1=C(C)NC2=C(C(=O)CCC2)C1c1cc2c(cc1Br)OCO2 (centres undefined) | 0.3 | 0.4 | -29.7 | -207.1 | 2.1 | 10.8 | x | -8.2 | -12.9
CN(C)c1ccc(/C=C/C=N/Nc2nc(N3CCOCC3)nc(N3CCOCC3)n2)cc1 | 0.3 | 0.5 | -3.4 | -476.4 | 0.9 | -21.3 | 0.136 | -23.8 | 1.9
CCOC(=O)C1C(C)=CC(=O)CC1c1ccco1 (centres undefined) | -7.7 | 0.2 | -12.3 | -45.7 | 0.4 | -9.6 | -0.0283 | 0.2 | 11.0
O=C(Nc1ccc(S(=O)(=O)N2CCOCC2)cc1)c1cccs1 | -2.9 | 0.9 | -2.8[20 µM] | 5.2 | 0.2 | -7.3 | -0.143 | -0.6 | 26.0
CCOC(=O)c1cc(C#N)c(N2CCN(C)CC2)nc1-c1ccccc1 | -8.7 | 1.1 | -12.9 | -21.5 | 1.6 | -9.2 | x | -9.6 | 18.7
CCOc1ccccc1NC(=O)Cn1nnc(C(=O)NCCc2ccc(OC)c(OC)c2)c1N | 7.3 | 0.2 | -24.1 | -25.8 | -0.2 | -3.5 | 0.865 | -6.4 | 8.2
Cn1ncc(Br)c1C(=O)N1CCN(C(=O)c2ccco2)CC1 | -0.1 | 0.8 | -29.4 | -6.6 | 0.2 | -28.1 | 0.795 | -3.3 | 8.7
CCn1c(SCc2nc3ccccc3[nH]2)nnc1-c1ccc(OC)cc1 | 5.3 | 0.9 | -2.3[20 µM] | -1.2 | 4.1 | -14.9 | 0.0198 | 5.0 | 10.2
CC(C)(C)NC(=O)CN(C(=O)C(=O)Nc1ccc2c(c1)OCCO2)C(C)(C)C | -5.3 | 0.6 | -14.4 | -26.0 | 1.2 | -4.0 | -0.49 | -0.7 | 8.0
CCN(CC)S(=O)(=O)c1ccc(NC(=O)C2c3ccccc3Oc3ccccc32)cc1 | -3.6 | 2.2 | -23.4 | -29.2 | 4.0 | 10.8 | 0.266 | 10.9 | 9.5
COc1ccc(OC)c(NC(=O)CSC2=C(C#N)C(c3ccco3)C3=C(CCCC3=O)N2)c1 (centres undefined) | -2.9 | -0.5 | -12.1 | 13.0 | -1.5 | -6.8 | -2.72 | -10.0 | -13.4
CCOc1cc(/C=N/NC(=O)c2nn(C)cc2Br)ccc1OCc1ccccc1 | -2.5 | 0.9 | -27.6 | -11.3 | 1.7 | -6.0 | -0.435 | -2.3 | -2.1
CCc1nc2ccccc2c(C(=O)Oc2ccc(C(=O)OC)cc2)c1C | -4.4 | -0.4 | -3.5 | 4.3 | 0.2 | 1.3 | -0.642 | 2.7 | 5.8
NC(=S)Cc1nc(-c2ccc(Cl)cc2)cs1 | 7.1 | 0.2 | -18.9 | 14.4 | 1.5 | -7.4 | -1.45 | 3.0 | 32.6
COc1ccc(Cl)cc1NC(=O)CCN1CCOCC1 | -5.7 | 0.2 | -21.1 | -10.0 | -0.2 | -15.0 | -0.478 | -12.7 | -13.7
CCOC(=O)c1ccc(N2C(=O)C3ON(c4ccccc4)C(c4ccco4)C3C2=O)cc1 (centres undefined) | -5.1 | 0.5 | -18.1 | -46.6 | 0.5 | -18.7 | x | -9.2 | -8.7
CC(Sc1nnc(-c2cccnc2)n1-c1ccccc1)C(=O)NCc1ccc2c(c1)OCO2 (centres undefined) | 0.8 | 0.3 | -11.9[20 µM] | -23.3 | -1.6 | 0.4 | -0.153 | -5.5 | 40.4
Nc1nc(SCC(=O)Nc2ccccc2Sc2ccccc2)n[nH]1 | 0.2 | 0.2 | -15.0[20 µM] | 8.6 | -1.3 | -26.0 | -0.905 | -0.5 | 11.1
O=C1CSC(c2ccc(Cl)cc2)N1Nc1nc(N2CCOCC2)nc(N2CCOCC2)n1 (centres undefined) | 7.5 | 0.6 | -19.8 | -33.6 | 1.1 | 0.5 | 0.727 | -10.0 | 12.5
CC(CNc1ccc([N+](=O)[O-])cc1)NC(=O)c1ccccc1Br (centres undefined) | -6.6 | 1.0 | -3.4[20 µM] | -4.9 | 2.8 | -5.9 | x | 0.1 | 18.9
COC(=O)Cc1nc(Nc2ccccc2)sc1C | 2.7 | 0.1 | -30.7 | -13.0 | 0.6 | -7.9 | 0.0642 | -2.8 | 19.3
COc1ccccc1NC(=O)CSc1nnc(Cc2ccccc2)o1 | -9.8 | -0.7 | -16.4[20 µM] | -8.5 | -0.5 | -37.5 | -2.08 | -5.1 | 11.2
O=C(O)/C=C/C(=O)N1CCN(c2ccccc2F)CC1 | -10.5 | 0.2 | -6.1 | -4.3 | -0.2 | 9.3 | 0.301 | -2.4 | 8.2

Five entries drawn at random from the list so far, as already listed:
SMILES | thrombin 1536 | TRPML3 ag | Furin inh | Calpain2 inh | TRPN1 ag | EBV gp42 block | KCC2 mod | Tb hexokinase | PPC-1+TRAIL kill
O=C(O)/C=C/C(=O)N1CCN(c2ccccc2F)CC1 | -10.5 | 0.2 | -6.1 | -4.3 | -0.2 | 9.3 | 0.301 | -2.4 | 8.2
O=C(Nc1ccc(S(=O)(=O)N2CCOCC2)cc1)c1cccs1 | -2.9 | 0.9 | -2.8[20 µM] | 5.2 | 0.2 | -7.3 | -0.143 | -0.6 | 26.0
CCOC(=O)c1cc(C#N)c(N2CCN(C)CC2)nc1-c1ccccc1 | -8.7 | 1.1 | -12.9 | -21.5 | 1.6 | -9.2 | x | -9.6 | 18.7
CCOc1cc(/C=N/NC(=O)c2nn(C)cc2Br)ccc1OCc1ccccc1 | -2.5 | 0.9 | -27.6 | -11.3 | 1.7 | -6.0 | -0.435 | -2.3 | -2.1
CCc1nc2ccccc2c(C(=O)Oc2ccc(C(=O)OC)cc2)c1C | -4.4 | -0.4 | -3.5 | 4.3 | 0.2 | 1.3 | -0.642 | 2.7 | 5.8

Hits appear at their usual frequency. About 3.6% of those tested had a hit in this group.
